NR2E3 ag-1: NR2E3 agonists in two-hybrid cells, primary screen, cell-based, luminescence, CHO-S, Gal4-NCOR/VP16-NR2E3. Photoreceptor-specific nuclear receptor (Homo sapiens), Q9Y5X4. luciferase. inhibition of corepressor binding, % at 3.98 µM. 360,000 tested, 0.35% active. AID 602229, 2012;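 active = inhibition above the mean of all tested compounds plus 3 SD, cut at about 70% in these data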;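 note: 0% = DMSO with NR2E3 transfected cells and 100% = cells lacking NR2E3 construct; higher means lower luciferase signal from less NR2E3 corepressor binding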
Target sequence (Q9Y5X4 whole entry, looked up, the tested form may be a part): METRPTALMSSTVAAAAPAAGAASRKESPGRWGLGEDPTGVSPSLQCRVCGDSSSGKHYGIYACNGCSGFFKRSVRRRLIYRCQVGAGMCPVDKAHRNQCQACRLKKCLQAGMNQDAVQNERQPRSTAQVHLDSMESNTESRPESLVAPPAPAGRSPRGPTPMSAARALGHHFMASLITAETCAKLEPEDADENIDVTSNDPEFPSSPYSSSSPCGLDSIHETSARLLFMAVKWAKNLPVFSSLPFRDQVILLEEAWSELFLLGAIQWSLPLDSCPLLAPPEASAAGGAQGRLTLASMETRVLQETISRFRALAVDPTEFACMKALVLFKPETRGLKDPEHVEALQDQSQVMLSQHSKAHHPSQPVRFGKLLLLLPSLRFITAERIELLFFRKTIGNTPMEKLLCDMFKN
LMP1 NFkB inh: EBV LMP1-driven NF-kappaB luciferase reporter inhibitors, primary screen, cell-based, luminescence, single point; LMP1-induced NF-kappaB luciferase reporter cells; inhibition, % at 12.5 µM; 350,000 tested, 0.69% active; in the data active = inhibition above about 41%;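 note: 0% = neutral control wells and 100% = reference inhibitor control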
Peg3 prom inh: Peg3 promoter-driven luciferase inhibitors, primary screen, cell-based, HeLa, luciferase luminescence; inhibition, % at 20 µM; HeLa PEG-Prom luciferase reporter, overnight; 360,000 tested, 1.7% active; AID 588405, 2011;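 active = inhibition of at least 50% at 20 µM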
KKLEB tox: cytotoxicity in KKLEB CF airway cells, primary screen, cytotoxicity control for CF NF-kB inhibitor project, cell-based, uHTS, fluorescence assay plates. activity change (cytotoxicity), % at 5 µM. 360,000 tested, 0.36% active. KKLEB CF airway cells viability, ATPlite luminescence, overnight; hits give low values; cells stimulated with P. aeruginosa culture filtrate;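 active = corrected activity change at or below -50% at 5 µM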
HIF-2a block: HIF-2a reporter inhibitors, primary screen, luminescence, 786-0 RCC cells | 786-0 RCC cells HIF-2a reporter, luciferase luminescence, overnight | inhibition, % at 18.8 µM | 360,000 tested, 0.72% active | AID 624352, 2012;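 active = inhibition of the luminescence signal of 40% or more relative to plate controls, in a single-dose primary screen at 18.75 µM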
TRAIL sens C8: viability loss with TRAIL in NB7+C8 cells, primary screen, TRAIL sensitizer project, cell-based, ATPlite luminescence | inhibition (viability loss, TRAIL sensitization), % at 10 µM | 360,000 tested, 1% active | AID 624354, 2012;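 active = compounds causing at least 50% loss of cell viability in the single-dose screen, relative to plate controls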
MITF TRPM1 inh: inhibitors of MITF-dependent TRPM1 promoter reporter, primary screen, cell-based, SK-MEL-5, single point, luciferase; SK-MEL-5 TRPM1 promoter luciferase, 24 h; inhibition, % at 12.5 µM; 330,000 tested, 0.83% active; AID 488899, 2010;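 active = mean inhibition across replicates of 60% or more, whatever share of single replicates reaches that level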; note: values of inactives mirror those of a sister screen read the other way
iPSC survival up: enhancers of single-cell hiPSC survival, primary screen, ATPlite luminescence; AID 602274, 2012; survival enhancement, % at 20 µM; 100% = ROCK inhibitor wells, 0% = DMSO; 360,000 tested, 0.044% active; in the data active = survival enhancement above about 18%;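 note: cells exposed to compounds for 16 hours before the ATP read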
NR2E3 ag-2: inhibitors of NR2E3-RetCOR corepressor binding, primary screen, NR2E3 agonist project, biochemical, TR-FRET, GST-NR2E3, biotin-RetCOR | inhibition of corepressor binding, % at 4.78 µM | 1536-well | 320,000 tested, 0.12% active | AID 2300, 2010 | Photoreceptor-specific nuclear receptor (Homo sapiens), Q9Y5X4;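 active = percent inhibition above the cutoff of mean plus 3 SD of all tested compounds, set per screening campaign, cut at about 20% in these data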;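 note: 0% = DMSO wells and 100% = biotin wells as full block of FRET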
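system = GST-tagged NR2E3 plus biotinylated RetCOR corepressor | input = 1.35 nM GST-NR2E3 | also added = 7 nM biotin-RetCOR | schedule = 5 h incubation at 4 °C | measured by = TR-FRET with europium anti-GST and streptavidin-D2, 340 nm excitation | read-out = percent loss of FRET ratio relative to control wells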
CF NFkB inh: inhibitors of PAF-induced NF-kB signaling, primary screen, cell-based, GFP fluorescence, uHTS | 360,000 tested, 0.86% active | inhibition, % at 5 µM | KKLEB NF-kB-GFP reporter, GFP fluorescence overnight;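 active = at least 50% inhibition at 5 µM, scaled per plate between neutral and stimulator controls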;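 note: PAF is a Pseudomonas aeruginosa culture filtrate used as stimulus; plate controls were PAF-stimulated DMSO wells for no effect and unstimulated DMSO wells for full effect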
Shn3 3UTR inh: reduction of Shn3 3'UTR firefly luciferase signal, primary screen, Schnurri-3 inhibitor project, cell-based, Clone20 osteoblasts, set 2; 360,000 tested, 0.52% active; inhibition, % at 12.5 µM; Clone20 osteoblast Shn3 3'UTR firefly luciferase, 24 h; AID 588674, 2011;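 active = mean inhibition of at least 75% with every replicate also reaching 75%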;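 note: 0% = median of neutral control wells and 100% = pilot-screen positive control compound; some compounds past the cut are filed as inactive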
Starred values were filed as active, the others as inactive; . = not tested or not shown.

1: CN(C(=S)Nc1ccccc1F)C1(c2ccccc2Cl)CCCCC1=O (stereo not given)
2: O=C(COC(=O)c1cccs1)NCCCc1ccccc1
3: Cc1ccc(N2C(=O)NC(NS(=O)(=O)c3ccccc3)(C(F)(F)F)C2=O)cc1C (stereo not given)
4: COc1ccc(-c2nc(C#N)c(N3CCC(C(N)=O)CC3)o2)cc1
5: Cc1cc(C)cc(OCc2nnc(SCC(=O)NC3CC3)n2C)c1
6: CCOC(=O)c1cc(-c2ccccc2)sc1NC(=O)CN1C(=O)c2ccccc2C1=O

| Assay by compound | 1 | 2 | 3 | 4 | 5 | 6 |
| --- | --- | --- | --- | --- | --- | --- |
| KKLEB tox | -5 | 8 | -10 | 2 | -10 | 4 |
| TRAIL sens C8 | -20 | -16 | 9 | -6 | 1 | -9 |
| MITF TRPM1 inh | 3 | -4 | 8 | 6 | 5 | 4 |
| CF NFkB inh | 2 | -13 | 25 | 0 | 31 | -1 |
| Peg3 prom inh | 8 | 17 | 14 | 8 | -3 | 0 |
| iPSC survival up | 6.7 | -0.2 | 0.2 | -0.8 | -0.4 | 7.5 |
| NR2E3 ag-1 | -9 | -16 | 4 | 4 | 7 | -43 |
| LMP1 NFkB inh | 3 | 2 | 1 | -14 | 1 | -4 |
| NR2E3 ag-2 | 1 | 6 | -3 | 4 | 0 | -1 |
| HIF-2a block | 16 | 6 | 11 | 10 | -2 | -7 |
| Shn3 3UTR inh | -2 | 2 | 1 | -10 | 8 | 13 |

7: Cc1cccc(NC(=S)Nc2ccc(Oc3ccccc3)cc2)n1
8: Cc1cc(OC(C)C(=O)NCCCn2ccnc2)c2c(C)c(C)c(=O)oc2c1 (stereo not given)
9: O=C(c1ccc(Br)cc1)N1CCC(C(=O)N2CCN(c3ccccc3)CC2)CC1
10: Cc1noc(NS(=O)(=O)c2ccc(N/C=C\C(=O)c3ccccc3)cc2)c1C
11: O=C(NCc1ccccc1Cl)C1CCCN1C(=O)Nc1ccccc1 (stereo not given)
12: OCCN(Cc1ccccc1)C(=S)Nc1ccc(F)cc1

| Assay by compound | 7 | 8 | 9 | 10 | 11 | 12 |
| --- | --- | --- | --- | --- | --- | --- |
| KKLEB tox | 5 | 2 | -4 | -8 | 6 | 27 |
| TRAIL sens C8 | -6 | -1 | 17 | -6 | -18 | -4 |
| MITF TRPM1 inh | 1 | -6 | 2 | 7 | 2 | 1 |
| CF NFkB inh | 8 | -9 | 15 | -15 | 12 | -2 |
| Peg3 prom inh | -79 | 6 | -1 | -16 | 5 | -6 |
| iPSC survival up | -1.0 | 0.3 | -0.1 | 1.1 | 0.3 | 1.8 |
| NR2E3 ag-1 | -4 | -8 | 12 | -21 | -3 | -6 |
| LMP1 NFkB inh | 10 | 4 | 0 | 3 | 8 | -1 |
| NR2E3 ag-2 | -4 | -1 | -6 | 0 | -1 | 6 |
| HIF-2a block | -113 | -5 | 11 | -22 | 19 | 14 |
| Shn3 3UTR inh | 0 | 3 | 20 | -1 | 3 | 17 |

Shown as labelled records: 4 of the compounds above
3. Cc1ccc(N2C(=O)NC(NS(=O)(=O)c3ccccc3)(C(F)(F)F)C2=O)cc1C (stereo not given)
  KKLEB tox = -10
  TRAIL sens C8 = 9
  MITF TRPM1 inh = 8
  CF NFkB inh = 25
  Peg3 prom inh = 14
  iPSC survival up = 0.2
  NR2E3 ag-1 = 4
  LMP1 NFkB inh = 1
  NR2E3 ag-2 = -3
  HIF-2a block = 11
  Shn3 3UTR inh = 1

4. COc1ccc(-c2nc(C#N)c(N3CCC(C(N)=O)CC3)o2)cc1
  KKLEB tox = 2
  TRAIL sens C8 = -6
  MITF TRPM1 inh = 6
  CF NFkB inh = 0
  Peg3 prom inh = 8
  iPSC survival up = -0.8
  NR2E3 ag-1 = 4
  LMP1 NFkB inh = -14
  NR2E3 ag-2 = 4
  HIF-2a block = 10
  Shn3 3UTR inh = -10

5. Cc1cc(C)cc(OCc2nnc(SCC(=O)NC3CC3)n2C)c1
  KKLEB tox = -10
  TRAIL sens C8 = 1
  MITF TRPM1 inh = 5
  CF NFkB inh = 31
  Peg3 prom inh = -3
  iPSC survival up = -0.4
  NR2E3 ag-1 = 7
  LMP1 NFkB inh = 1
  NR2E3 ag-2 = 0
  HIF-2a block = -2
  Shn3 3UTR inh = 8

6. CCOC(=O)c1cc(-c2ccccc2)sc1NC(=O)CN1C(=O)c2ccccc2C1=O
  KKLEB tox = 4
  TRAIL sens C8 = -9
  MITF TRPM1 inh = 4
  CF NFkB inh = -1
  Peg3 prom inh = 0
  iPSC survival up = 7.5
  NR2E3 ag-1 = -43
  LMP1 NFkB inh = -4
  NR2E3 ag-2 = -1
  HIF-2a block = -7
  Shn3 3UTR inh = 13

Remaining list, next part.
13: Cc1c([N+](=O)[O-])c(C(=O)NC2CCCCC2)nn1C
14: Cc1ccc(C(=O)NNC2=NCCC2)cc1
15: O=C(O)c1ccc(CSc2nnc(-c3ccccc3Cl)n2-c2ccccc2)cc1
16: FC(F)(F)c1cnc2c(c1)[nH]c(=S)n2-c1ccc(Cl)cc1
17: Cc1n[nH]c(=O)n1-c1ccc(C(C)(C)C)cc1
18: Cc1cc(Cl)ccc1NC(=O)COC(=O)c1cc([N+](=O)[O-])ccc1N1CCOCC1

| Assay by compound | 13 | 14 | 15 | 16 | 17 | 18 |
| --- | --- | --- | --- | --- | --- | --- |
| KKLEB tox | 3 | 4 | 0 | 3 | 5 | -2 |
| TRAIL sens C8 | 0 | 7 | 0 | -8 | 3 | 0 |
| MITF TRPM1 inh | 6 | 6 | 10 | . | 1 | -6 |
| CF NFkB inh | -2 | 0 | -17 | 22 | 14 | -2 |
| Peg3 prom inh | 19 | 6 | 9 | 20 | -9 | 13 |
| iPSC survival up | -0.3 | 0.3 | -1.8 | 0.8 | 3.6 | 0.4 |
| NR2E3 ag-1 | -30 | -19 | 1 | 18 | -27 | -26 |
| LMP1 NFkB inh | -2 | 3 | 8 | -3 | 1 | 2 |
| NR2E3 ag-2 | 5 | -1 | 4 | 1 | -1 | 2 |
| HIF-2a block | 5 | -8 | -4 | -8 | 7 | 23 |
| Shn3 3UTR inh | 4 | -12 | 8 | 29 | -1 | 0 |

19: O=c1[nH]c2ccccc2n1C1CCN(CCOc2ccccc2)CC1
20: CCN(C(=O)CSc1nnc(Cn2nnc3ccccc32)o1)c1nc(-c2ccccc2)cs1
21: O=C(COC(=O)c1ccco1)Nc1cccc(S(=O)(=O)N2CCCCC2)c1
22: COc1ccc(NC(=O)CN(C)C(=O)c2ccccc2SCC(=O)N2CCCC2)cc1
23: O=C(CCCNS(=O)(=O)c1cccc2nsnc12)N1CCCCC1

| Assay by compound | 19 | 20 | 21 | 22 | 23 |
| --- | --- | --- | --- | --- | --- |
| KKLEB tox | 4 | 3 | -18 | 22 | 1 |
| TRAIL sens C8 | 2 | 2 | -7 | -2 | 3 |
| MITF TRPM1 inh | . | -7 | -1 | -13 | 0 |
| CF NFkB inh | -1 | 9 | 3 | 5 | 1 |
| Peg3 prom inh | 10 | -44 | -3 | 4 | 6 |
| iPSC survival up | 5.3 | -0.9 | 1.2 | -0.4 | 0.1 |
| NR2E3 ag-1 | 19 | -16 | 11 | -3 | -13 |
| LMP1 NFkB inh | 5 | 13 | -8 | -1 | -2 |
| NR2E3 ag-2 | . | 2 | . | 3 | 2 |
| HIF-2a block | 5 | -38 | 24 | -1 | 16 |
| Shn3 3UTR inh | -6 | 80 | -8 | 9 | 12 |

Complete entries as entered above. Screens in order: KKLEB tox	TRAIL sens C8	MITF TRPM1 inh	CF NFkB inh	Peg3 prom inh	iPSC survival up	NR2E3 ag-1	LMP1 NFkB inh	NR2E3 ag-2	HIF-2a block	Shn3 3UTR inh
CCN(C(=O)CSc1nnc(Cn2nnc3ccccc32)o1)c1nc(-c2ccccc2)cs1 reads 3	2	-7	9	-44	-0.9	-16	13	2	-38	80
COc1ccc(NC(=O)CN(C)C(=O)c2ccccc2SCC(=O)N2CCCC2)cc1 reads 22	-2	-13	5	4	-0.4	-3	-1	3	-1	9
O=C(CCCNS(=O)(=O)c1cccc2nsnc12)N1CCCCC1 reads 1	3	0	1	6	0.1	-13	-2	2	16	12

Bioassay records (PubChem)

Some of the compounds tested; rates above refer to the full screens.
